Screening results deposited in PubChem by several laboratories.
Mac1 fbg inh: blocks human CD11b/CD18 adhesion to fibrinogen; AID 1497; inhibition, % at 10 µM; P05107+P11215; hit rate 0.54% among 93,000; K562 CD11b/CD18 adhesion to fibrinogen, ATPlite luminescence; Mn2+ added to activate the integrin;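 active means primary inhibition of 50% or more at 10 µM, then 40% or more on retest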; further: some results filed as inactive read as strong as hits
Fibroblast inh: blocks proliferation of human lung fibroblasts | LL 47 human lung fibroblast viability, ATP luminescence; active compounds read low | AID 719 | viability, % at 10 µM | hit rate 1.1% among 85,000;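 active means viability at or below 50% in the single dose screen; inactive means viability above 50%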;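 further: compound exposure lasted 72 h before the ATP readout; 100% = median luminescence of untreated cell-only wells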
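Material: human LL 47 lung fibroblast cells; quantity: 1,150 cells/well; medium: IMEM plus 15% FBS; doses: 0.1% DMSO in all compound wells; timing: overnight attachment after seeding, then 72 h compound exposure at 37 °C; detection: CellTiter-Glo luminescence; measure: % viability of median cell-only signal; controls: cell-only wells, no compound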
HUVEC inhibit: inhibitors of human endothelial cell proliferation; viability, % at 10 µM (by protocol); AID 648; HUVEC proliferation, CellTiter-Glo luminescence, 72 h; active compounds read low; hit rate 1.1% among 86,000;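 active means viability at or below 30%; inactive means viability above 30%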;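 further: 100% = median luminescence of DMSO-only cell control wells on each plate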
CYP2C19 act: cytochrome P450 2C19 (human) activation; 96,000 tested, under 10 active; AID 1025; recombinant CYP2C19, luciferin-H EGE luminescence; active compounds read high; 0 = fully inhibited enzyme, 1 = untreated enzyme; P33261; activation factor at 5 µM;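 active means activation factor of at least 2 at 5 µM in the primary screen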;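 further: 0 = wells with 2.5 mM tranylcypromine and 1 = vehicle-only wells; values of inactives mirror those of a sister screen read the other way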
Target sequence (P33261 whole entry, looked up): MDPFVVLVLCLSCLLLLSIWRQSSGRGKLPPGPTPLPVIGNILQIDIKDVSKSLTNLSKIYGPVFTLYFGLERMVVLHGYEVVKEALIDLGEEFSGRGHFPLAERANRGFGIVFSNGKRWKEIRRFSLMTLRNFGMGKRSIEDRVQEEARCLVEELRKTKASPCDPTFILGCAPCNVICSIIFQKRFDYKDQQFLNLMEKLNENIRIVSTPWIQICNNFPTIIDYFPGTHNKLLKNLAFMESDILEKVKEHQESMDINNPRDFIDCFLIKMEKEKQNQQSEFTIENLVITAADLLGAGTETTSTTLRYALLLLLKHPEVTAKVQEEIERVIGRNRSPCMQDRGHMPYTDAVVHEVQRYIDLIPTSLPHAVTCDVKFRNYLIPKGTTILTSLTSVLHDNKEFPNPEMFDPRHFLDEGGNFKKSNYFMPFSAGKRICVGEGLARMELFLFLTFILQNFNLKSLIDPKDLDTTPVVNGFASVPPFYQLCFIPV
Mac1 fbg enh: enhancers of human CD11b/CD18 binding to fibrinogen; K562 CD11b/CD18 adhesion to fibrinogen, ATPlite luminescence; activation, % at 10 µM; P05107+P11215; hit rate 0.07% among 93,000;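 active means 10 µM primary screen giving 50% or more activity, confirmed by 40% or more on retest at that dose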; further: strong numbers were not always called active
H69AR inhibit: blocks growth of human H69AR lung tumor cells; H69AR lung tumor viability, ATP luminescence, 72 h; active compounds read low; viability, % at 10 µM; hit rate 6% among 85,000;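 active means viability at or below 40%; inactive means viability above 40%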;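 further: multidrug resistant small cell line overexpressing MRP-1 efflux transporter; 100% = mean luminescence of untreated control wells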
ERa coact inh: ER-alpha (human) coactivator binding inhibition; AID 629; inhibition, % at 25.6 µM; P03372; hit rate 1.7% among 86,000; TR-FRET ER-alpha LBD / SRC-1 peptide, estradiol-bound; in the data active means inhibition above about 50%;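 further: 0% = receptor plus peptide control and 100% = peptide only without receptor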
Target sequence (P03372 whole entry, looked up, the tested form may be a part): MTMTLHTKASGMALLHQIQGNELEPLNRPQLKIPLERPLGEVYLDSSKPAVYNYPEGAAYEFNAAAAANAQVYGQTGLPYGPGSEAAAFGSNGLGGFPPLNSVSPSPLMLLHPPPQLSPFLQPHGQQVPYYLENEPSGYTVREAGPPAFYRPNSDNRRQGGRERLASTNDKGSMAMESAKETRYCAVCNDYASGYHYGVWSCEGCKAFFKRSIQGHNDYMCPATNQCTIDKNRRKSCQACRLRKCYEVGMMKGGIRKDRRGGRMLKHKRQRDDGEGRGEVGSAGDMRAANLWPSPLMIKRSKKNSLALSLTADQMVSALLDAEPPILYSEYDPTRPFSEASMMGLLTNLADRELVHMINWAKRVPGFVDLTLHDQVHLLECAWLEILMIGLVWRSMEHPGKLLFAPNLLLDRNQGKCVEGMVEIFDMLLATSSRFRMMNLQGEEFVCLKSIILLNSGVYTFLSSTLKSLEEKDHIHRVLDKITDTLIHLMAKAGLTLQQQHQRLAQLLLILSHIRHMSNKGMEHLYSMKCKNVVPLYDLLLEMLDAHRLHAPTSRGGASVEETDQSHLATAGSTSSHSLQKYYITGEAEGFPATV
ERa coact pot: ER-alpha (human) coactivator binding potentiation; P03372; TR-FRET ERalpha-LBD/SRC-Cy5 coactivator binding, 2 h; 100 = basal binding, no effect; coactivator binding (% of control), % at 25.6 µM; hit rate 1.3% among 86,000; in the data active means activity above about 200%;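 further: binding measured in presence of low estradiol as agonist stimulus; 0% = peptide alone without receptor and 100% = receptor with peptide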
CYP2C19 inh: inhibitors of human CYP2C19; inhibition, % at 5 µM; hit rate 21% among 96,000; P33261; CYP2C19 Supersomes, luciferin-H EGE luminescence, 30 min;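 active means CYP2C19 inhibition above a set limit at 5 µM in the primary screen, cut at about 50% in these data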;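 further: plate controls were negative control wells for no effect and 2.5 mM tranylcypromine positive control for full effect; values of inactives mirror those of a sister screen read the other way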
* = called active by the depositor; . = no result given; [ ] = remark or other dose.

Molecule	Mac1 fbg inh	Fibroblast inh	HUVEC inhibit	CYP2C19 act	Mac1 fbg enh	H69AR inhibit	ERa coact inh	ERa coact pot	CYP2C19 inh
C=CCn1c(SCC(=O)NCc2ccco2)nnc1-c1ccc2ccccc2n1	10	100	92	0.7	-1	76	18	151[fluorescence artefact?]	28
CCCC(=O)Nc1ccc(Cl)c(NC(=O)c2ccco2)c1	-10	104	91	0.6	-6	72	2	114	38
COc1cc2c(cc1OC)CN(C(=O)CSc1nc3[nH]ncc3c(=O)n1-c1ccccc1)CC2	-5	93	98	1.1	-1	42	0	91	-14
Cc1ccc(N2C(=O)CSC2c2c(F)cccc2Cl)cc1 (stereo not drawn)	15	94	101	0.1	-2	77	-2	96	93*
COc1cccc(CN2CCN(c3ncccn3)CC2)c1	0	112	98	0.4	-7	108	-9	105	56*
O=C1CSC(c2cn(-c3ccccc3)nc2-c2cc3ccccc3oc2=O)N1Cc1cccnc1 (stereo not drawn)	-3	101	83	0.8	-2	67	0	118	16
O=C(O)CN1C(=O)c2ccc(Oc3cccc4c3C(=O)N(CC(=O)O)C4=O)cc2C1=O	-13	98	92	1	3	103	4	106	5
COc1ccc2[nH]c(C)c(C(=O)CN3CCN(C(=O)c4ccco4)CC3)c2c1	0	.	.	0.8	-8	.	.	.	20
NC(=O)C1CCN(C(=O)c2cc3ccccn3n2)CC1	2	100	103	1.1	-3	95	-4	114	-14
COc1cc(/C=N/NC(=O)CNC(=O)c2ccccc2)ccc1OC(=O)c1cccs1	12	.	.	0.7	1	.	.	.	27
Cc1ccc(C(=O)c2cc3c(cc2N)OCCO3)cc1	-5	95	95	0.3	-1	74	5	109	67*
O=C(Nc1cc(Cl)ccc1O)c1cc2n(n1)C(C(F)(F)F)CC(c1ccc3c(c1)OCO3)N2 (stereo not drawn)	-12	84	87	1	4	49	-3	74[fluorescence artefact?]	-4
Cc1nn(-c2ccccc2)c(C)c1C(=O)OCC(=O)c1c(N)n(CC(C)C)c(=O)n(C)c1=O	65*	84	66	0.6	-7	76	-1	102	39
COc1cccc(CSc2nnc(-c3ccc(F)cc3)o2)c1	-11	97	105	0.8	-2	95	-9	114	17
Cc1ccc(-n2ncc3c(=O)n(CC(=O)Nc4cccc(Cl)c4)cnc32)cc1C	12	105	104	1	-2	99	11	115	3

New compounds follow.
Molecule	Mac1 fbg inh	Fibroblast inh	HUVEC inhibit	CYP2C19 act	Mac1 fbg enh	H69AR inhibit	ERa coact inh	ERa coact pot	CYP2C19 inh
Cc1ccc(-n2nc3c(=S)[nH]nc(C)c3c2C)cc1	0	.	.	1.1	-4	.	.	.	-8
Cc1cccc2cc(C(c3nnnn3CC3CCCO3)N3CCCC4(CCCCC4)C3)c(=O)[nH]c12 (stereo not drawn)	5	94	89	0.9	-4	68	-7	133	9
O=C1c2ccsc2SCCN1Cc1cccc(Cl)c1	9	90	80	0.6	6	85	1	100[fluorescence artefact?]	45
CCCCC(=O)Nc1nnc(SCC(=O)N2CCN(c3ccccc3OC)CC2)s1	5	92	98	0.9	-2	.	-9	108	6
Cc1nc2sc3c(c2c2nnc(SCC(=O)NCc4ccco4)n12)CCCC3	7	.	.	0	6	.	.	.	98*
COc1ccc2[nH]c(=O)c(C(c3nnnn3CC3CCCO3)N3CCc4ccccc4C3)cc2c1 (stereo not drawn)	3	95	82	1	3	98	-12	96	4
CC(C)C(NC(=O)C1CCCCC1)C(=O)NCc1ccccn1 (stereo not drawn)	.	101	94	1	.	71	-4	98	-4
CSc1nc(NCC(C)C)nc(N2CCOCC2)n1	-3	98	82	0.5	-1	98	-3	107	49
COc1ccccc1N1C(=O)C2C3C=CC(C3)C2C1=O (stereo not drawn)	17	.	.	0.7	-2	.	.	.	27
CN(C)S(=O)(=O)N(CCN1CCOCC1)Cc1ccccc1F	-14	96	101	1	-6	99	-6	122[fluorescence artefact?]	2
O=C(Cn1nc(-c2ccccc2)nc1-c1ccccc1)N1CCOCC1	-2	105	98	0.9	1	82	-11	128[fluorescence artefact?]	8
O=C(NC1CCN(Cc2ccccc2)CC1)c1ccccc1F	2	97	90	0.9	0	96	-3	117	6
Cc1oc(-c2ccc(Cl)cc2)nc1CN1CCC(C(=O)NCCCN2CCCC2=O)CC1	11	90	92	1	0	82	10	112[fluorescence artefact?]	-2
CN(C)CCCNS(=O)(=O)c1cc(Cl)ccc1Cl	-31	101	110	0.8	-2	100	-18	108	17
O=C(NCCCN1CCCC1)C1CCN(C(=O)c2cc3sccc3n2Cc2ccc(F)cc2)CC1	-6	91	69	0.9	1	95	19	82	12

Additional records
Molecule	Mac1 fbg inh	Fibroblast inh	HUVEC inhibit	CYP2C19 act	Mac1 fbg enh	H69AR inhibit	ERa coact inh	ERa coact pot	CYP2C19 inh
COc1cc(CNC2CCCCCC2)cc(OC)c1OC	-7	94	106	1	1	90	-8	102	2
CC(C)C1CC(O)(C2(O)CCCCC2)ON1 (stereo not drawn)	-8	99	93	1.1	0	107	-2	108	-13
COc1ccc(C2C(C(C)=O)=C(O)C(=O)N2CCO)c(OC)c1 (stereo not drawn)	-33	109	105	0.9	-2	97	-3	126[fluorescence artefact?]	5
Cc1ccc(C)c(NC(=O)C2CCCN2C(=O)OC(C)(C)C)c1 (stereo not drawn)	-24	93	95	0.9	1	97	-7[fluorescence artefact?]	102	12
Fc1ccc(N2CCN(c3ncnc4c3nnn4Cc3ccccc3Cl)CC2)cc1	.	95	99	.	.	74	-6	122	.
COc1ccc(Oc2coc3cc(OC(=O)c4cncc(Br)c4)ccc3c2=O)cc1	-38	.	.	1.1	79	.	.	.	-9
Cc1occc1-c1nnc(SCC(=O)NCc2ccc3c(c2)OCO3)n1CC(C)C	9	97	98	0.8	3	97	17	113	21
Cc1[nH]n(C(N)=S)c(=O)c1C(c1ccccc1)C(C#N)C#N (stereo not drawn)	-24	.	.	0.9	-4	.	.	.	5
CCS(=O)(=O)NC(C)C(c1cccs1)N1CCN(C)CC1 (stereo not drawn)	6	95	93	1.2	-5	101	4	132	-16
Cc1sc2nc(C3CC3)nc(SCC(=O)NCc3ccco3)c2c1C	13	96	99	0.2	-1	83	16	131[fluorescence artefact?]	84*
COC(=O)c1sc2ncccc2c1OCc1ccc(Cl)cc1	-2	.	.	1.1	1	.	.	.	-5
O=S(=O)(c1cnc[nH]1)N1CCCCCC1	-17	104	92	1	3	94	4[fluorescence artefact?]	118[fluorescence artefact?]	-1
CCOC(=O)C1CCCN(C(=O)c2cnn3c(C(F)(F)F)cc(-c4ccccc4)nc23)C1 (stereo not drawn)	-15	105	93	0.8	3	72	-1	100	21
COC(=O)c1ccc(-c2nc3ccc(C)cc3o2)cc1	24	97	66	0.6	-5	26*	7	138	35
C=CCNC(=S)NNC(=O)CCC(O)CCCCC (stereo not drawn)	4	94	98	0.8	-4	83	-1	88	15

More entries:
Molecule	Mac1 fbg inh	Fibroblast inh	HUVEC inhibit	CYP2C19 act	Mac1 fbg enh	H69AR inhibit	ERa coact inh	ERa coact pot	CYP2C19 inh
C=CCn1c(N)c(C(=O)NC2CCCCC2)sc1=S	-7	96	92	0.7	-2	104	-8	111	35
Cc1[nH]c(=S)c(C#N)c(C)c1C(=O)Nc1ccccc1	6	.	.	1.1	-1	.	.	.	-11
O=S(=O)(NCC1CCCO1)c1ccc(Cl)c(C(F)(F)F)c1 (stereo not drawn)	-7	101	95	0.3	4	105	1	118	66*
O=C(NCC1CCCCC1)c1ccco1	-2	94	90	0.3	2	84	2	104	66*
C=CCNC(=O)CCCOc1ccc(C)cc1	-18	101	94	0.3	-5	106	-1	108	73*
O=C(O)CSc1c[nH]c2ccccc12	-4	90	86	0.8	-5	89	-10	98[fluorescence artefact?]	22
Cc1c(Cl)cccc1-n1c(SCC(=O)N(C)Cc2ccccc2)nnc1-c1ccncc1	0	89	85	0.1	-1	55	-4	72	90*
COC(=O)CSC1=NS(=O)(=O)c2ccccc21	69	69	80	1.3	-8	37*	26	69	-26
Cc1nnc2sc(-c3ccncc3)nn12	9	98	97	0.9	3	99	6	130	13
Cc1ccc2c(c1)N(CCCC(=O)NCCC1=CCCCC1)C(=O)CO2	-8	107	89	0.4	-6	91	-8[fluorescence artefact?]	110	59*
CC1=CC(=NOC(=O)c2cccc([N+](=O)[O-])c2)C=C(C)C1=O	-1	91	96	1	1	74	18[fluorescence artefact?]	98[fluorescence artefact?]	-4
CCCn1c(SCC(=O)NCc2cccs2)nc2c1c(=O)n(C)c(=O)n2C	4	99	101	1	-2	94	24	68	-1
CCC(=O)N1CCc2cc(S(=O)(=O)NCCN3CCC(C)CC3)ccc21	-1	93	84	0.9	-1	100	-8	122	14
COCC(=O)Nc1ccc(-c2cn3cccnc3n2)cc1	-3	.	.	0.9	-1	.	.	.	12
CC(C)[C@H](NC(N)=O)C(=O)Nc1ccc2c(c1)CCC2	-6	.	.	0.8	7	.	.	.	17

(cont.)
Molecule	Mac1 fbg inh	Fibroblast inh	HUVEC inhibit	CYP2C19 act	Mac1 fbg enh	H69AR inhibit	ERa coact inh	ERa coact pot	CYP2C19 inh
COc1ccc(C2NC(=O)NC(O)(C(F)(F)F)C2C(=O)c2ccccc2)cc1OC (stereo not drawn)	-2	.	.	0.9	-2	.	.	.	9
CS(=O)(=O)N1N=C(c2ccc(Cl)cc2)CC1c1cccs1 (stereo not drawn)	10	97	89	0.1	-4	72	-7	100	94*
CC(=O)NC(CCS(C)(=O)=O)C(=O)Nc1nccs1 (stereo not drawn)	-14	92	94	0.8	0	95	-6	100	22
CCCCn1nnc(NC(=O)c2cc3ccccc3o2)n1	27	94	95	1.1	1	96	-1	101	-10
COC(=O)c1ccc(Oc2c(C(F)(F)F)oc3c(CN4CCN(C)CC4)c(O)ccc3c2=O)cc1	.	98	94	0.9	.	105	0	142	10
O=C(CCCC(=O)N(CC(=O)NC1CCCC1)Cc1ccccc1)Nc1ccccn1	17	98	100	0.5	-2	.	-3	123	46
Cc1cccc(NC(=O)C2CCCC2)c1	.	102	94	.	.	81	6	118	.
COc1ccc(Cn2nnnc2C(c2cc3ccc(OC)cc3[nH]c2=O)N2CCCCCC2)cc1 (stereo not drawn)	-21	94	87	0.9	30	54	47	121[fluorescence artefact?]	11
CN(C)c1ccnc(-n2cccc2/C=N/OCc2cccc(F)c2)c1C#N	-30	103	96	0	4	99	8[fluorescence artefact?]	95	97*
CCOC(=O)NC(Nc1sc2c(c1C(=O)OC)CCN(C)C2)(C(F)(F)F)C(F)(F)F	-8	88	81	1.1	-4	82	-3	101	-5
CC(=O)Oc1ccc2oc(/C=C/N(C)C)c([N+](=O)[O-])c2c1	-9	95	91	0.7	-4	84	-3[fluorescence artefact?]	84	28
CCOc1cccc(-c2nnc3sc(COc4ccc(C)cc4)nn23)c1	2	99	77	0.5	-10	61	2[fluorescence artefact?]	135	54*
CN(C)C(=O)NC(O)C(Cl)Cl (stereo not drawn)	-8	100	94	1	-3	77	-1	107	-1
Cc1ccc(Nc2nc(N)nc(CSc3nnc(-c4ccncc4)o3)n2)cc1	-27	.	95	1	6	49	39	113	4

With a hit mark in Mac1 fbg inh (from the list above):
molecule,Mac1 fbg inh,CYP2C19 act,Mac1 fbg enh,ERa coact inh,ERa coact pot,CYP2C19 inh
Cc1nn(-c2ccccc2)c(C)c1C(=O)OCC(=O)c1c(N)n(CC(C)C)c(=O)n(C)c1=O,65*,0.6,-7,-1,102,39
